NCI-60 one-dose screen, 48 h, at 10 µM unless noted. Numbers give growth in % (100 = growth as untreated, 0 = no growth, -100 = all killed).
SK-MEL-2 = SK-MEL-2 melanoma. hit rate 4.7% among 77,000
MALME-3M = MALME-3M melanoma; hit rate 5.8% among 78,000; AID 1794766
T-47D = T-47D breast cancer; hit rate 5% among 79,000
HS 578T = HS 578T breast cancer; hit rate 4.1% among 78,000; AID 1794788
UACC-257 = UACC-257 melanoma; hit rate 4.4% among 78,000; AID 1794764
BT-549 = BT-549 breast cancer | hit rate 4.4% among 78,000 | AID 1794793
UACC-62 = UACC-62 melanoma; hit rate 5.4% among 81,000; AID 1794756
SK-MEL-28 = SK-MEL-28 melanoma | hit rate 4.1% among 81,000
* marks the source's active call; other numbers are inactive results; · = not tested or not shown; & = joins results of further samples. How the source made its calls: active means growth percent below 10; inactive means the rest.

SMILES	SK-MEL-2	MALME-3M	T-47D	HS 578T	UACC-257	BT-549	UACC-62	SK-MEL-28
CC(=O)N1N=C(c2ccc(F)cc2)CC1c1ccc2c(c1)OCO2 (centres undefined)	125	104	100	103	113	98	96	113
CN(CCn1sc(=O)n(Cc2ccccc2)c1=O)Cc1ccc2c(Cl)cc(Cl)c(O)c2n1	67	64	45	68	79	71	30	60
O=Cc1cn(-c2nc(N3CCCCC3)nc(N3CCOCC3)n2)c2ccccc12	93	113	71	83	102	80	85	100
COc1ccc2cc(-c3nc4c(cnn4-c4ccc(Br)cc4)c(=O)[nH]3)c(OC)nc2c1	100	111	92	88	85	103	98	106
COc1cc2c3c(n(CCCN4CCN(CCCn5c6c(c7cc(OC)c(OC)cc7c5=O)C(=O)c5cc7c(cc5-6)OCO7)CC4)c(=O)c2cc1OC)-c1cc2c(cc1C3=O)OCO2	116	109	105	107	97	96	115	113
CCCCCCCCCCCCS(=O)CC(C)O (centres undefined)	112	116	98	101	95	109	93	102
O=c1[nH]c(=O)c2nc3ccccc3nc2[nH]1	70	99	98	77	67	114	88	105
Cc1cc2c(cc1Cl)C(=O)/C(=C/c1ccccc1)O2	41	-47*	-23*	21	36	-3.5*	29	50
C/C(=C(/c1ccc(Cl)cc1)c1ccc(OCCN2CCCCCC2)cc1)c1ccccc1	·	82	71	·	92	84	90	88
COc1ccc2oc(=O)cc(COc3ccc(OCc4ccccc4)cc3)c2c1	88	100	86	97	93	98	93	111

4 of these compounds in another layout.
| molecule | SK-MEL-2 | MALME-3M | T-47D | HS 578T | UACC-257 | BT-549 | UACC-62 | SK-MEL-28 |
| --- | --- | --- | --- | --- | --- | --- | --- | --- |
| CC(=O)N1N=C(c2ccc(F)cc2)CC1c1ccc2c(c1)OCO2 (centres undefined) | 125 | 104 | 100 | 103 | 113 | 98 | 96 | 113 |
| Cc1cc2c(cc1Cl)C(=O)/C(=C/c1ccccc1)O2 | 41 | -47* | -23* | 21 | 36 | -3.5* | 29 | 50 |
| O=Cc1cn(-c2nc(N3CCCCC3)nc(N3CCOCC3)n2)c2ccccc12 | 93 | 113 | 71 | 83 | 102 | 80 | 85 | 100 |
| COc1cc2c3c(n(CCCN4CCN(CCCn5c6c(c7cc(OC)c(OC)cc7c5=O)C(=O)c5cc7c(cc5-6)OCO7)CC4)c(=O)c2cc1OC)-c1cc2c(cc1C3=O)OCO2 | 116 | 109 | 105 | 107 | 97 | 96 | 115 | 113 |

Returning to the listing, starting 2 compounds before the break.
SMILES	SK-MEL-2	MALME-3M	T-47D	HS 578T	UACC-257	BT-549	UACC-62	SK-MEL-28
C/C(=C(/c1ccc(Cl)cc1)c1ccc(OCCN2CCCCCC2)cc1)c1ccccc1	·	82	71	·	92	84	90	88
COc1ccc2oc(=O)cc(COc3ccc(OCc4ccccc4)cc3)c2c1	88	100	86	97	93	98	93	111
COC(=O)c1cnc2c(c1)Oc1ccccc1-c1ccnn1-2	96	101	84	94	101	102	106	116
Cc1ccc(NC(=O)N[C@@H](Cc2cc(F)cc(F)c2)C(=O)N[C@@H]2C(=O)N3CCC[C@H]3C(=O)N3CCOC[C@H]3C(=O)N[C@@H](C)C(=O)N3C[C@H](C)C[C@H]3C(=O)O[C@H]2C)cc1	41	34	27	42	21	20	26	42
O=C(CNc1nc(-c2cccc([N+](=O)[O-])c2)cs1)Nc1cccc(Cl)c1	107	104	100	110	118	92	93	104
COc1ccc(-c2[nH]ncc2C2OC[C@@]3(C)[C@H]4CCC5(C)OC(C6=CCOC6=O)C[C@H]5[C@]4(C)CC[C@H]3O2)cc1 (some centres undefined)	90	107	45	88	97	87	68	110
O=C(c1ccc(Oc2ccccc2)cc1)C(C(c1ccccc1)N1CCCCC1)N1CCCCC1 (centres undefined)	111	98	93	113	102	106	101	106
CCOC(=O)C(NC(C)=O)C(C)=O (centres undefined)	101	92	113	·	98	110	109	111
COCCc1sc[n+](Cc2cnc(C)nc2N)c1C	103	89	102	101	96	110	95	104
NC(=O)c1ccc(C2C3=C(CCCC3=O)OC3=C2C(=O)c2ccccc2C3=O)cc1 (centres undefined)	21	-16*	-1.0*	67	-7.1*	81	-39*	60
O=C(Cn1cc(COc2ncnc3sc4c(c23)CCCC4)nn1)Nc1ccccc1F	99	106	71	94	92	98	82	101
CCN1CCN(/C(=N\c2sc(-c3ccccc3)nc2-c2ccccc2)c2ccccc2)CC1	102	108	64	92	80	91	55	81

Compounds from the list above with an aryl methoxy group:
SMILES	SK-MEL-2	MALME-3M	T-47D	HS 578T	UACC-257	BT-549	UACC-62	SK-MEL-28
COc1ccc2cc(-c3nc4c(cnn4-c4ccc(Br)cc4)c(=O)[nH]3)c(OC)nc2c1	100	111	92	88	85	103	98	106
COc1cc2c3c(n(CCCN4CCN(CCCn5c6c(c7cc(OC)c(OC)cc7c5=O)C(=O)c5cc7c(cc5-6)OCO7)CC4)c(=O)c2cc1OC)-c1cc2c(cc1C3=O)OCO2	116	109	105	107	97	96	115	113
COc1ccc2oc(=O)cc(COc3ccc(OCc4ccccc4)cc3)c2c1	88	100	86	97	93	98	93	111
COc1ccc(-c2[nH]ncc2C2OC[C@@]3(C)[C@H]4CCC5(C)OC(C6=CCOC6=O)C[C@H]5[C@]4(C)CC[C@H]3O2)cc1 (some centres undefined)	90	107	45	88	97	87	68	110

(listing goes on)
SMILES	SK-MEL-2	MALME-3M	T-47D	HS 578T	UACC-257	BT-549	UACC-62	SK-MEL-28
Cc1cc(C)c2c(n1)sc1c(Nc3onc4ncccc34)ncnc12	102	118	77	102	91	97	95	90
COc1ccc2cnc(N)c(C#Cc3cc(C(=O)Nc4ccc(CN5CCN(C)CC5)c(C(F)(F)F)c4)cnc3C)c2c1	57	-66*	·	-16*	33	55	26	-73*
Cn1cccc1C(=O)C1C(c2ccc(Cl)cc2Cl)C2CSCN2C12C(=O)Nc1ccc(Cl)cc12 (centres undefined)	89	94	49	85	88	91	53	102
CN(C)c1ccc(C2C3CC4CCCCC4N3[C@@]3(C(=O)Nc4cc(Cl)ccc43)C2C(=O)c2nc3ccccc3[nH]2)cc1 (some centres undefined)	84	75	57	69	68	97	71	73
Cc1ccc(C(=O)OCC(C)C)cc1	117	116	113	106	·	108	103	113
Cc1ccc(N=NC2C(=O)N(c3ccc(Cl)cc3)N(c3ccc(Cl)cc3)C2=O)cc1	105	98	83	102	87	95	92	99
O=C(O)c1cn(C2CC2)c2cc(N3CCN(Cc4cc(-c5ccccc5)no4)CC3)c(F)cc2c1=O	105	103	83	94	107	84	73	87
N#C/C(=C1\NC(=O)CS1)c1nc2ccccc2s1	80	103	82	88	98	94	87	109
O=NN(CC(=O)NNc1ccccc1)CC(=O)NNc1ccccc1	78	102	47	94	95	103	4.0*	96
c1ccc2c(c1)nc(-c1c[nH]c3ccccc13)c1[nH]ccc12	94	77	46	92	83	99	78	97
COc1ccc(-c2cnoc2-c2ccc(O)cc2O)cc1OC	·	118	93	67	104	87	91	109
C=C(C)[C@@H]1CCC[C@]2(C(=O)OC)CC[C@]3(C)[C@@H](CC[C@@H]4[C@@]5(C)CCCNC(C)(C)[C@@H]5CC[C@]43C)[C@@H]12	94	80	76	87	99	94	88	94
COc1ccc(C(=O)CC(c2ccccc2)C(C#N)c2ccccc2)cc1 (centres undefined)	72	97	·	86	88	·	·	97
COC(=O)CC1CSC(=S)N1c1ccc(F)cc1 (centres undefined)	101	99	94	96	100	108	87	98
CC(Nc1ccc(Br)cc1C(=O)O)C(=O)O (centres undefined)	91	107	94	95	92	94	104	114
COC1=CC(=O)OC(C)C1 (centres undefined)	107	99	83	97	·	103	102	107
CN1CCc2c(sc3ncnc(N/N=C/c4ccc(N5CCOCC5)cc4)c23)C1	·	110	97	97	99	100	95	94
Nc1cc(Cl)c(S(=O)(=O)O)cc1Cl	127&97	130&76	102&98	115&99	110&106	104&107	98&84	116&102
O=C(NCc1cccnc1)Nc1cccc2c(NC(=O)NCc3cccnc3)cccc12	109	96	93	92	97	104	103	108
C1=CCC2OC2C1 (centres undefined)	110	101	101	108	89	104	102	100
COc1cc2nc(NC3CC3)nc(NC3CCN(C)CC3)c2cc1OC	104	101	90	94	95	92	97	98
CCCc1nn(-c2ccccc2)c2c1C(c1cc3c(cc1[N+](=O)[O-])OCO3)C(C#N)=C(N)O2 (centres undefined)	109	115	92	105	98	119	89	113
N#CCC(=O)Nc1nc2ccccc2nc1NC(=O)CC#N	114	104	110	109	104	122	96	119
Oc1cccc(-c2nc3sccn3c2-c2ccncn2)c1	84	-8.5*	108	82	31	110	15	34
Cc1ccc(NC(=O)C(Cl)Cl)cc1	84	93	97	102	92	110	99	98
c1ccc(CC[C@@H]2C[C@@H]3Cc4ccc5ccccc5c4N2O3)cc1	94	98	96	·	99	101	91	102
C/C=C\c1cc(OC)c2c(c1)C(C)C(c1ccc(O)c(OC)c1)O2 (centres undefined)	93	129	61	95	88	98	84	112
Cc1cc2nc3c4cc([N+](=O)[O-])ccc4n(CCN(C)C)c3nc2cc1C	-57*	-40*	11	21	-2.0*	32	-59*	2.3*
O=S(=O)(Oc1ccc(/C=N/NC(=S)Nc2ccccc2)cc1)C(F)(F)C(F)(F)C(F)(F)C(F)(F)F	103	114	97	95	111	120	86	105
CCN1C(=O)N(CC)C2C1NN=c1s/c(=C\c3ccc(Cl)cc3Cl)c(=O)n12 (centres undefined)	46	50	59	16	69	16	29	66
O=C1N=C(N2CCCCC2)S/C1=C\c1ccc(F)cc1	94	·	104	105	99	83	95	116
C[C@]12CC[C@@H]3c4cc([N+](=O)[O-])c(O)cc4CC[C@H]3[C@@H]1CC[C@@H]2NS(=O)(=O)c1cccc(Br)c1	·	78	69	84	88	92	78	92
CSc1ccccc1C#Cc1ccccc1C#CCCCCN1CCCCC1=O	55	109	98	142	·	219	82	119
COc1ccc(C2Nc3c(c(C(C)(C)C)nn3-c3ccccc3)C(=O)CS2)cc1OC (centres undefined)	98	91	96	98	105	112	92	120
CCCOc1ccc([N+](=O)[O-])cc1N	93	100	94	105	96	97	101	107
N#Cc1c(Nc2ccccc2)nn2c(-c3ccc(Cl)cc3)c(-c3nc4ccccc4s3)c(N)nc12	100	106	81	95	102	115	99	108
CCN1C(=O)N(CC)C2C1NN=c1s/c(=C\c3cc4ccccc4[nH]3)c(=O)n12 (centres undefined)	23	33	2.0*	14	46	12	22	52
O=C(CC(NC(=O)OCc1ccccc1)c1nn[nH]n1)OCc1ccccc1 (centres undefined)	91	·	100	107	97	130	100	104
Cc1cc(N2CCOCC2)nc(NCc2cc(Nc3ccnc4cc(Cl)ccc34)ccc2F)n1	-62*	-74*	-35*	-14*	-68*	-38*	-84*	-73*
O=C(COc1ccccc1)Oc1c(Cl)c(Cl)c(Cl)c(Cl)c1Cl	90	91	88	96	102	103	89	105
CCOc1cc(\C=N/N=C(N)/C(N)=N\N=C/c2ccc(O)c(OCC)c2)ccc1O	126	123	47	113	108	93	95	103
CC1(C)CCc2ccccc2O1	106	112	97	101	121	·	107	111
CC(=C(c1ccc(OCCCN(C)C)cc1)c1ccc(OCCCN(C)C)cc1)c1ccccc1	-87*	-99*	-85*	-71*	-88*	-69*	-99*	-99*
C[C@H](NC(=O)c1snnc1C1CC1)c1c(F)cccc1Cl	108	119	258	100	115	139	88	110
CCCCN(CCCC)CCCNc1nccc2ccccc12	103	106	84	106	99	93	97	104
Nc1ccc(-c2nc3ccc(Cc4ccc5nc(-c6ccc(N)cc6)[nH]c5c4)cc3[nH]2)cc1	47	100	64	70	67	89	58	82
CN(CCOC(N)=O)CCOC(N)=O	104	98	103	101	105	97	98	106
Nc1ccc(C(=O)NCCSCCN2CCOCC2)cc1	97	112	92	97	92	111	99	115
O=S(=O)(Cc1cccc2c(CS(=O)(=O)c3ccc(Cl)cc3)cccc12)c1ccc(Cl)cc1	99	·	100	71	107	105	98	107
C=CCn1c(SCC(=O)Nc2ccc(C(=O)/C=C/c3ccc(Br)cc3)cc2)nnc1-c1c[nH]c2ccccc12	93	91	61	90	107	119	65	97

Screening data from PubChem.
